# MITF primary: inhibitors of human MITF | hit rate 0.91% among 650,000 | AlphaScreen MITF homodimerization, bead proximity signal | O75030 | inhibition, % at 2.6 µM; in the data active = inhibition above about 50%;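 note: 0% = vehicle wells with protein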
# Target sequence (O75030 whole entry, looked up): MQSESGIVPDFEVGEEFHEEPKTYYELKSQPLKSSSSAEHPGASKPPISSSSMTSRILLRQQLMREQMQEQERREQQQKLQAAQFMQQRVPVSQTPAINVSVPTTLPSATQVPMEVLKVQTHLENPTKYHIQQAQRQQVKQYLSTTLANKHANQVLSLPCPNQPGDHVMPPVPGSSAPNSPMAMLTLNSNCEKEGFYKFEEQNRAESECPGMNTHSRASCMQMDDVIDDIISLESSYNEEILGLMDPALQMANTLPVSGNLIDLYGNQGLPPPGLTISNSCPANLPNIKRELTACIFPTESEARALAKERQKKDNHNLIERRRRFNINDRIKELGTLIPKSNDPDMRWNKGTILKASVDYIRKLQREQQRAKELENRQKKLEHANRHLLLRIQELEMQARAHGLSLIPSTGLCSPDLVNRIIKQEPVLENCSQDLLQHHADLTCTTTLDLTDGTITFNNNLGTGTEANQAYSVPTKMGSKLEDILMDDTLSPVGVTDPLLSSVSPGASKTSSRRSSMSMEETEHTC
# GPR151 ag: human GPR151 activation | Q8TDV0 | PathHunter beta-arrestin GPR151 cells, luminescence | activation, % at 11.2 µM | hit rate 1% among 650,000; in the data active = activation above about 4.9%;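 note: 0% = median of compound wells and 100% = cells with positive control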
# Target sequence (Q8TDV0 whole entry, looked up): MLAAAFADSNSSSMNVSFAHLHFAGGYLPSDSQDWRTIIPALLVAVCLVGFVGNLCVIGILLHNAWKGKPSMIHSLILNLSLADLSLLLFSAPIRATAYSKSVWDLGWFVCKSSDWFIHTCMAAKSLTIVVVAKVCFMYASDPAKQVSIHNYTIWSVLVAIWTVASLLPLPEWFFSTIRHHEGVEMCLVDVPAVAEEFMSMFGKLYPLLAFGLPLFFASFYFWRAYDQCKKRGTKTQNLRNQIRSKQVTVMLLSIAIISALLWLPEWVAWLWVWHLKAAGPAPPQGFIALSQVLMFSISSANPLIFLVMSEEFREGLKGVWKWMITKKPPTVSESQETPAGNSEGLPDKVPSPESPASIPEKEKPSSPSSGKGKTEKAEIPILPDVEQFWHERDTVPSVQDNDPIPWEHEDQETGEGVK
# TEAD-YAP block: TEAD-YAP interaction inhibition; inhibition, % at 9.12 µM; hit rate 1.4% among 640,000; HEK-TIYL cells, TEAD-Gal4/YAP UAS-luciferase luminescence; in the data active = inhibition above about 32%;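 note: 0% = median of test compound wells and 100% = reference inhibitor wells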
# FBW7 act: human FBW7 E3 ligase activation, primary screen | AlphaScreen FBW7–phospho-cyclin E peptide binding, activator screen | normalized activity (activation), % at 26.1 µM | hit rate 0.13% among 650,000 | Q969H0; in the data active = normalized activity above about 1.9%;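 note: purified mutant Fbw7 with reduced substrate affinity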
# The depositor's hits bear a star.
SMILES,MITF primary,GPR151 ag,TEAD-YAP block,FBW7 act
CN1C(=O)CC(C(=O)Nc2ccc(Cl)cc2)SC1=Nc1ccc(Cl)c(C(F)(F)F)c1 (configuration not stated),1,1.3,2,0.0
Cc1c(Cl)cccc1NC(=O)Cn1nnc(-c2ccccc2NC(=O)C2CCC2)n1,-4,-0.1,1,-0.1
COc1cccc(-n2cc(C(=O)NC3CCCCC3C)c3ccccc3c2=O)c1 (configuration not stated),-6,1.6,-5,0.1
O=C(NCc1nc(-c2ccncc2)no1)c1cccs1,-6,-0.4,8,-0.4
N#Cc1ccc(Br)cc1/C=C/C(=O)O,1,-0.4,-10,-0.1
CSc1ccc(C2CC(O)=C3C(=O)CC(C)(C)C=C3C2(C#N)C#N)cc1 (configuration not stated),-25,0.1,16,-0.5
O=C(CSc1nc2ccccc2c(=O)n1CC1COc2ccccc2O1)NCCc1ccccc1 (configuration not stated),-2,0.6,-15,0.0
NS(=O)(=O)c1ccc(NC(=O)CSc2ncnc3c2cnn3-c2ccccc2)cc1,7,-1.3,4,0.0
O=S(=O)(c1cccc(Cl)c1Cl)N1CCN(c2cc(N3CCCC3)ncn2)CC1,1,-0.5,9,-0.3
CCOC(=O)Nc1sc(-c2ccccc2)cc1C(=O)OCC,-6,0.1,5,0.0
O=C(O)/C(=C(/O)c1cc(F)c(F)cc1Cl)c1nc2ccccc2[nH]1,4,3.3,-2,-0.1
CCOC(=O)N1CCC(N2CCN(C3CCCC3)C(CCO)C2)CC1 (configuration not stated),5,0.4,13,0.4
CCN1C(=O)c2cccc3c(S(=O)(=O)Nc4ccccc4)ccc1c23,1,0.8,-3,0.1
Cc1ncoc1C(=O)Nc1cccc(Cl)c1,-7,-0.9,-42,0.0
N/C(=N\OC(=O)c1ccccc1Br)c1ccccn1,15,-7.4,66*,0.2
O=C(NCCC1=CCCCC1)c1cc(-c2ccc(Cl)cc2)nc2ccccc12,0,2.9,11,0.1
COc1ccc(C(=O)N[C@H](C(=O)Nc2ccc(C)c(C)c2)C(C)C)cc1,5,-0.2,-40,0.0
NS(=O)(=O)c1ccc(NC(=O)CSc2nncs2)cc1,13,0.6,-4,0.3
O=C(CSc1ncn[nH]1)c1ccc(Br)cc1,-5,1.5,-12,0.0
COc1cccc(CC(C2CCN(Cc3ccccn3)CC2)N(C)C(=O)c2ccco2)c1 (configuration not stated),11,0.1,-9,0.0
Cc1cccc(-c2nc3ccccc3c(=O)n2N)c1,14,-0.6,-12,0.2
COc1ccc(OC)c(NC(=O)c2cc3c(n(-c4ccccc4)c2=O)CCCC3=O)c1,13,2.1,4,0.1
CC1C(c2ccccc2)NC(c2ccccc2)C(C)C1(O)C#N (configuration not stated),-8,1.5,-4,0.1
O=C(NCC1Cc2cccc(-c3cnccn3)c2O1)c1csc(-c2cccs2)n1 (configuration not stated),-13,1.2,-6,-0.1
Cc1cc(NC(=O)COC(=O)c2cc(=O)c3ccccc3o2)ccc1Br,26,-1.2,15,0.2
CCOC(=O)Cn1cc(/C=C2\NC(=O)N(Cc3ccc(Cl)cc3)C2=O)c2ccccc21,5,1.9,11,-0.1
O=C(O)C1CCNCC1,-10,0.2,-7,-0.1
Oc1ccc(C(=S)N2CCCC2)cc1Cl,8,0.2,5,-0.4
O=C(Nc1ccccn1)c1c(O)c2cccc3c2n(c1=O)CCC3,8,0.0,-17,0.2
CCOC(=O)N1CCc2c(sc3[nH]c(=O)n(-c4ccccc4)c(=O)c23)C1,12,0.4,8,0.0

# In a second layout: entries from further up.
Structure | MITF primary | GPR151 ag | TEAD-YAP block | FBW7 act
Cc1ncoc1C(=O)Nc1cccc(Cl)c1 | -7 | -0.9 | -42 | 0.0
N/C(=N\OC(=O)c1ccccc1Br)c1ccccn1 | 15 | -7.4 | 66* | 0.2
O=C(NCCC1=CCCCC1)c1cc(-c2ccc(Cl)cc2)nc2ccccc12 | 0 | 2.9 | 11 | 0.1
COc1ccc(C(=O)N[C@H](C(=O)Nc2ccc(C)c(C)c2)C(C)C)cc1 | 5 | -0.2 | -40 | 0.0
NS(=O)(=O)c1ccc(NC(=O)CSc2nncs2)cc1 | 13 | 0.6 | -4 | 0.3
O=C(CSc1ncn[nH]1)c1ccc(Br)cc1 | -5 | 1.5 | -12 | 0.0
COc1cccc(CC(C2CCN(Cc3ccccn3)CC2)N(C)C(=O)c2ccco2)c1 (configuration not stated) | 11 | 0.1 | -9 | 0.0
Cc1cccc(-c2nc3ccccc3c(=O)n2N)c1 | 14 | -0.6 | -12 | 0.2
COc1ccc(OC)c(NC(=O)c2cc3c(n(-c4ccccc4)c2=O)CCCC3=O)c1 | 13 | 2.1 | 4 | 0.1
CC1C(c2ccccc2)NC(c2ccccc2)C(C)C1(O)C#N (configuration not stated) | -8 | 1.5 | -4 | 0.1
O=C(NCC1Cc2cccc(-c3cnccn3)c2O1)c1csc(-c2cccs2)n1 (configuration not stated) | -13 | 1.2 | -6 | -0.1
Cc1cc(NC(=O)COC(=O)c2cc(=O)c3ccccc3o2)ccc1Br | 26 | -1.2 | 15 | 0.2
CCOC(=O)Cn1cc(/C=C2\NC(=O)N(Cc3ccc(Cl)cc3)C2=O)c2ccccc21 | 5 | 1.9 | 11 | -0.1
O=C(O)C1CCNCC1 | -10 | 0.2 | -7 | -0.1
Oc1ccc(C(=S)N2CCCC2)cc1Cl | 8 | 0.2 | 5 | -0.4
O=C(Nc1ccccn1)c1c(O)c2cccc3c2n(c1=O)CCC3 | 8 | 0.0 | -17 | 0.2
CCOC(=O)N1CCc2c(sc3[nH]c(=O)n(-c4ccccc4)c(=O)c23)C1 | 12 | 0.4 | 8 | 0.0

# Next part:
SMILES,MITF primary,GPR151 ag,TEAD-YAP block,FBW7 act
O=C(Nc1cccc(-c2ccco2)c1)C1CCN(C(=O)c2cnsn2)CC1,17,3.0,2,0.3
CCOC(=O)N1CCN(CC(O)COc2c(F)cc(Br)cc2F)CC1 (configuration not stated),0,0.7,0,0.0
O=c1c2c(nc3nc(NCc4ccccc4Cl)[nH]n13)CCC2,7,-0.2,8,0.1
CC1(C)CC(=O)C2=C(C1)Nc1cccnc1NC2c1ccccc1[N+](=O)[O-] (configuration not stated),10,-0.4,0,0.0
CC1(C)COCN1Cc1ccc([N+](=O)[O-])cc1,3,-1.8,5,0.5
Cc1ccc(S(=O)(=O)NN2C(=O)c3ccccc3NC2C)cc1 (configuration not stated),-18,-1.0,-4,-0.1
COc1ccc(-c2ncnn2-c2cccc(Cl)c2C)cc1,-12,-1.1,5,0.0
CCN(CC)C(=O)C1CCCN(c2nc3c(NCCN4CCOCC4)ncnc3n2C(C)C)C1 (configuration not stated),-5,-0.4,-4,0.1
O=C(NCc1nc2ccccc2[nH]1)C1CCN(c2ccc(Nc3cnccn3)nn2)CC1,5,-1.8,-4,-0.2
Cc1ccc(CN2C(=O)CSc3ccc(NC(=O)NCC4CCCO4)cc32)cc1 (configuration not stated),10,1.8,4,0.1
O=C(NCCc1cc2ccccc2[nH]1)c1ccc2snnc2c1,-1,-0.2,6,0.2
Nc1nc(CSc2nc3ccccc3s2)nc(Nc2ccccc2)n1,15,-1.2,-1,-0.1
CC(C)n1c(-c2ccccc2)nc2c(NCc3nc4ccccc4[nH]3)ncnc21,2,0.5,3,0.3
CCOc1ccc(S(=O)(=O)N(CC(=O)N(CC)CC)c2ccccc2)cc1,-18,-0.8,2,-0.1
O=S(=O)(c1ccccc1)N1CCSC1c1ccc(Cl)cc1 (configuration not stated),2,1.8,2,0.0
COc1ccccc1N1CCN(S(=O)(=O)CC23CCC(CC2=O)C3(C)C)CC1 (configuration not stated),1,0.1,-8,-0.1
O=C(CSc1nc2cc3c(cc2c(=O)n1Cc1ccco1)OCO3)NCCc1ccccc1,11,-1.3,6,0.0
COc1ccc(/C=C/c2nc3sc4c(c3c(=O)o2)CCCC4)cc1,8,-0.9,-5,0.0
O=C(CCC(=O)N(c1ccccc1)c1ccccc1)OCC(=O)c1ccc([N+](=O)[O-])cc1,8,-1.4,-29,-0.1
CCN(CC)CCn1c(=O)[nH]c2ccccc2c1=O,-4,0.5,-5,0.0
CCCOc1ccc(/C=C/C(=O)Nc2ccc(N3CCOCC3)cc2)cc1OC,-12,0.3,0,0.1
CC(C)(C)c1ccc(C(=O)Oc2ccc(C=C3C(=O)NC(=O)NC3=O)cc2)cc1,4,-1.9,-9,-0.5
CCOC(=O)c1c(/N=c2\oc3ccc4ccccc4c3cc2C(N)=O)sc2c1CCCC2,-6,0.3,-5,-0.1
CS(=O)(=O)N1CCCc2cc(-c3csc(N)n3)ccc21,2,-0.8,-5,0.0
O=C(NN1S(=O)(=O)c2ccccc2S1(=O)=O)c1cccc(Br)c1,-3,0.1,-4,-0.1
Cn1cccc1C(=O)OCC(=O)c1ccc(Br)s1,-1,1.3,-51,-0.3
CCCCOC(=O)c1ccc(N2C(=O)c3ccc(C(=O)OC(C)C(=O)c4ccc(C)cc4)cc3C2=O)cc1 (configuration not stated),7,1.7,-2,-0.1
COC(=O)C1=CN(C(C)C)C=C(C(=O)OC)C1c1ccccc1OC(C)C,-17,-1.1,-5,0.3
O=C(CSC1=NC(=O)C(Cc2ccccc2)C(=O)N1)Nc1ncccn1 (configuration not stated),2,-0.2,4,-0.1
COc1ccc(OC)c(CNCc2cccnc2)c1,-2,0.4,2,-0.1

# The last two compounds of the part above lead into the next.
SMILES,MITF primary,GPR151 ag,TEAD-YAP block,FBW7 act
O=C(CSC1=NC(=O)C(Cc2ccccc2)C(=O)N1)Nc1ncccn1 (configuration not stated),2,-0.2,4,-0.1
COc1ccc(OC)c(CNCc2cccnc2)c1,-2,0.4,2,-0.1
Cc1ccc(-n2c(C)cc(C(=O)CN3CCOCC3)c2C)cc1,-8,-0.1,-28,0.0
O=C(CCC(=O)Nc1ccccc1)NNS(=O)(=O)c1ccccc1[N+](=O)[O-],-4,-0.1,3,0.1
CCCc1nn(Cc2ccccn2)c(=O)c2cc3ccsc3n12,10,-0.1,-7,-0.1
Cc1cc(/C=C2/NC(=O)NC2=O)c(C)n1-c1ccc(N2CCOCC2)cc1,26,-0.6,6,0.2
Cn1cnnc1SCC(=O)OCN1C(=O)c2ccccc2C1=O,1,0.9,-4,0.0
COCCNCCCCOc1ccc(Cl)cc1C,46,1.0,-2,0.1
O=C(CSc1nnc(C2CC2)n1CC1CCCO1)Nc1ccccc1Cl (configuration not stated),3,-0.9,-7,1.0
O=C(CCC1CCCN(C(=O)c2csnn2)C1)NCc1ccccc1F (configuration not stated),0,0.9,12,-0.1
Nc1cc(=O)nc(SCC(=O)N2CCCc3ccccc32)n1-c1ccc(F)cc1,6,-0.8,-3,0.0
COc1ccc2c(c1)cc(CC(=O)NCCCO)n2C,5,0.6,3,0.2
CC(=O)Nc1ccnn1C1CCN(Cc2ccc(C)s2)CC1,-10,-0.8,5,-0.1
O=C(c1cccc(F)c1)N1CCN(c2cc(N3CCOCC3)c(F)cc2[N+](=O)[O-])CC1,5,-0.2,-2,0.6
Cc1nc(SCc2ccc([N+](=O)[O-])cc2)c(C#N)c(C)c1Cl,14,-0.9,5,0.1
Cc1[nH]nc2c1C(c1ccccc1C(F)(F)F)C(C#N)=C(N)O2 (configuration not stated),18,0.5,-1,0.9
CCOC(=O)C1CCCN(C(=O)[C@H]2C[C@@H](c3ccco3)NS(=O)(=O)N2C)C1 (some centres not stated),-3,1.2,-6,-0.1
COc1cccc(NC(=O)CSc2nnc3[nH]c(=O)cc(C)n23)c1,-10,-2.1,8,-0.2
O=C1NC(=O)C(=Cc2c(OCc3cccc(F)c3)ccc3ccccc23)C(=O)N1,16,1.3,-21,0.0
CC(=O)NC1=NC(=O)/C(=C/c2c(C)n(Cc3ccc(F)cc3)c3ccccc23)S1,10,0.9,11,-0.1
CC(=O)Nc1ccc(/C(C)=N/NC(=O)CC2(O)CCCCC2)cc1,4,-0.2,-3,0.2
COCCNC(=O)c1ccc(-c2ccc(C)c(C)c2)nc1NCC1CC1,12,-0.6,-13,0.2
CCN(CC)C(=O)CSC1=C(C#N)C(c2ccc(F)cc2)CC(=O)N1 (configuration not stated),10,-0.7,6,0.3
COc1ccc2cc(C(c3nnnn3C3CCCC3)N3CCCCCC3)c3nnnn3c2c1 (configuration not stated),5,-0.4,8,0.2
CCOC(=O)N1CCN(C(=O)c2sc3nc(C)nc(N(CC)CC)c3c2C)CC1,-23,0.3,3,0.1
CCOC(=O)C(=CNc1cccc(O)c1)C(=O)OCC,-4,1.5,3,-0.1
COc1ccc(CN2CCN(Cc3ccc(OC)c(C)c3)C(CCO)C2)c(F)c1 (configuration not stated),-17,0.7,6,-0.1
Cc1ccc2nsnc2c1NC(=O)c1ccc(-c2ccc([N+](=O)[O-])cc2)o1,-13,1.2,6,-0.4
CN1C(=O)c2ccccc2C(C(=O)NCC2CCCO2)C1c1cn(C)c2ccccc12 (configuration not stated),-15,-0.9,-6,-0.1
O=C(NCC1OCCc2ccccc21)c1cc(COc2ccc3ncccc3c2)on1 (configuration not stated),16,1.5,6,0.0
Fc1cc(-c2nc(Nc3ccc(-n4cnc(N5CCOCC5)n4)cc3)ncc2F)cc(N2CCOCC2)c1,1,-0.4,14,-0.2
Cc1nn(-c2ccccc2)c2nc(-c3ccccc3)cc(C(=O)OCC(=O)NC(N)=O)c12,3,0.6,4,-0.1
CCCN1CCN(C(=O)C2COc3ccccc3O2)CC1 (configuration not stated),0,2.0,-1,-0.1
Cc1nnc(SCC(=O)N2CCc3ccccc32)s1,0,2.3,-9,-0.2
CCOC(=O)c1c(NC(=O)C(C)Sc2nnc(CNC(=O)c3ccco3)n2-c2ccc(F)cc2)sc2c1CCC2 (configuration not stated),-1,1.3,3,0.1
